Screening data from PubChem BioAssay.
Fam108B inh = counter-screen for RBBP9 inhibitors: inhibitors of mouse Fam108B; recombinant Fam108B, FP-Rh probe fluorescence polarization; inhibition, % at 9.51 µM; actives 0.33% (n = 300,000); AID 1947;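 active means inhibition above the screen mean inhibition plus 3 SD, computed separately per campaign, cut at about 18% in these data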;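 further: inhibitors lower polarization as less probe binds the enzyme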
pPAFAH inh = inhibitors of human plasma PAF acetylhydrolase (pPAFAH) | actives 1.5% (n = 330,000) | AID 463082 | inhibition, % at 3.39 µM | recombinant pPAFAH, FP-rhodamine probe fluorescence polarization | Q13093;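 active means inhibition above the mean inhibition across the screen plus 3 SD, cut at about 25% in these data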;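 further: inhibitors block binding of the rhodamine activity-based probe so polarization drops; 0% = enzyme with DMSO and 100% = wells lacking pPAFAH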
Target sequence (Q13093 whole entry, looked up): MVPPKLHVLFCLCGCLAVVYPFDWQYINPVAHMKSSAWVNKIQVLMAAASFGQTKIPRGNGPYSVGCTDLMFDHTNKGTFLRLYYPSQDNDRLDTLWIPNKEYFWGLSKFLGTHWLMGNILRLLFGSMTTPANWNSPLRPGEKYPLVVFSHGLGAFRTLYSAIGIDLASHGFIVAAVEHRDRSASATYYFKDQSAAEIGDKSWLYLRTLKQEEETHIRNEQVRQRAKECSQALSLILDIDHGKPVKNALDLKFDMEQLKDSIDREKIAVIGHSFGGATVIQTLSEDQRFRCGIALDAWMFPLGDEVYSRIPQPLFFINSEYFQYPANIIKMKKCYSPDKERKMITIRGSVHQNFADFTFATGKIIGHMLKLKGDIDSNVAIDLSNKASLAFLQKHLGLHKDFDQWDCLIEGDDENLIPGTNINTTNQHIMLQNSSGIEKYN
GSTO1 inh = blocks human GSTO1 in RBBP9 counter-screen | recombinant GSTO1, activity-based probe fluorescence polarization | actives 1.1% (n = 300,000) | P78417 | AID 1974 | inhibition, % at 5.96 µM;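 active means inhibition above the campaign mean inhibition plus 3 SD, cut at about 35% in these data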;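 further: 0% = GSTO1-1 with DMSO and 100% = wells lacking GSTO1-1 enzyme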
Target sequence (P78417 whole entry, looked up): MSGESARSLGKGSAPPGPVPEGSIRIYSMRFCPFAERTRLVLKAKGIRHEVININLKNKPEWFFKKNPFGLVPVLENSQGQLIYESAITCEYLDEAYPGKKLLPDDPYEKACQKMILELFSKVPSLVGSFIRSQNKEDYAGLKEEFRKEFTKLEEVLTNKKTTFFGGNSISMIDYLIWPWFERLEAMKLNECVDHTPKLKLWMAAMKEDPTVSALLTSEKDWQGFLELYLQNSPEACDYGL
PAFAH1B3 FP inh = PAFAH1B3 (human) inhibition; Q15102; recombinant PAFAH1B3, FP-rhodamine probe, fluorescence polarization; actives 0.28% (n = 340,000); inhibition, % at 3.39 µM;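 active means inhibition above the screen-wide average of all tested compounds plus 3 SD, cut at about 25% in these data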;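 further: 0% = enzyme with DMSO only and 100% = wells lacking PAFAH1B3 protein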
Target sequence (Q15102 whole entry, looked up): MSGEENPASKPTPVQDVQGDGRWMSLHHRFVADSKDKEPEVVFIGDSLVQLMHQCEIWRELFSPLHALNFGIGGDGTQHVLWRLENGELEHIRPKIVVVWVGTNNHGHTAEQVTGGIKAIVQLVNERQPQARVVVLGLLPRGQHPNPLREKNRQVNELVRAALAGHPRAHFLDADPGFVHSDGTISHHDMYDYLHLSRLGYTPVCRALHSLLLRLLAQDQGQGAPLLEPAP
PAD4 FP inh = PAD4 (human) enzyme inhibition; AID 485272; inhibition, % at 6.36 µM; actives 0.41% (n = 330,000); recombinant PAD4, RCA probe fluorescence polarization;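 active means percent inhibition above a cutoff equal to the mean of all tested compounds plus 3 SD, cut at about 15% in these data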;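 further: 0% = PAD4 with RCA probe and DMSO and 100% = probe without PAD4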
LYPLA1 counter = counter-screen for PME1 inhibitors: inhibitors of human LYPLA1; O75608; recombinant LYPLA1, FP-Rh probe fluorescence polarization; inhibition, % at 5.9 µM; actives 0.16% (n = 320,000);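 active means inhibition above the mean of all tested compounds plus 3 SD, set per campaign, cut at about 14% in these data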;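 further: inhibitors block serine hydrolase probe labeling of LYPLA1 so polarization falls; 0% = enzyme with DMSO and 100% = wells lacking LYPLA1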
PAFAH1B2 FP inh = PAFAH1B2 (human) inhibition. P68402. actives 1.2% (n = 340,000). recombinant PAFAH1B2, FP-rhodamine activity probe, fluorescence polarization. inhibition, % at 3.39 µM;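 active means inhibition above the mean of all tested compounds plus 3 SD, cut at about 24% in these data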;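 further: 0% = enzyme with DMSO and 100% = wells lacking PAFAH1B2; many of its hits are not listed in these tables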
PAFAH2 FP inh = PAFAH2 (human) inhibition; recombinant PAFAH2, FP-rhodamine activity probe, fluorescence polarization; actives 0.99% (n = 340,000); inhibition, % at 3.39 µM; AID 492956; Q99487;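 active means inhibition above the mean over all tested compounds plus 3 SD, cut at about 30% in these data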;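 further: inhibitors block probe labeling of enzyme so polarization drops; 0% = enzyme with DMSO and 100% = wells lacking PAFAH2 protein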
PME-1 primary = blocks human protein phosphatase methylesterase 1; Q9Y570; recombinant PME-1, FP-Rh probe fluorescence polarization; inhibition, % at 5.9 µM; actives 0.53% (n = 320,000);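 active means inhibition above the campaign mean of all compounds plus 3 SD, cut at about 26% in these data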;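 further: competitive labeling of PME-1 active site by serine hydrolase directed probe; 0% = PME-1 with DMSO and 100% = wells lacking PME-1 enzyme; inhibitors block probe labeling so polarization falls and inhibition rises; many of its hits are not listed in these tables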
* = called active by the depositor. The list is partial; rates above refer to the full screens.

How did CCS(=O)(=O)N1CCC(C(=O)Nc2cc(Cl)ccc2O)CC1 do in these assays?
Fam108B inh: -3; pPAFAH inh: -3; GSTO1 inh: 4; PAFAH1B3 FP inh: 15; PAD4 FP inh: -1; LYPLA1 counter: -7; PAFAH1B2 FP inh: -5; PAFAH2 FP inh: -7; PME-1 primary: 2

How did COc1cc(NC(=O)c2ccc(C(=O)c3ccccc3)cc2)cc(OC)c1OC do in these assays?
Fam108B inh: -5; pPAFAH inh: 4; GSTO1 inh: -3; PAFAH1B3 FP inh: 10; PAD4 FP inh: -2; LYPLA1 counter: -2; PAFAH1B2 FP inh: 3; PAFAH2 FP inh: 0; PME-1 primary: 3

What do the screens show for `CNC(=O)Cn1nc(-c2ccc(Cl)cc2)c2ccccc2c1=O`?
Fam108B inh: -3; pPAFAH inh: 4; GSTO1 inh: -3; PAFAH1B3 FP inh: 3; PAD4 FP inh: 5; LYPLA1 counter: 1; PAFAH1B2 FP inh: 4; PAFAH2 FP inh: -1; PME-1 primary: -1

How did CN(C)CCCN(C(=O)COc1ccc(Cl)cc1)c1nc2ccc(F)cc2s1 do in these assays?
Fam108B inh: 0; pPAFAH inh: -1; GSTO1 inh: 9; PAFAH1B3 FP inh: 1; PAD4 FP inh: 6; LYPLA1 counter: -1; PAFAH1B2 FP inh: 0; PAFAH2 FP inh: 1; PME-1 primary: 4

What do the screens show for `CCCN(CCC)C(=O)c1ccc2c(c1)N(Cc1ccccc1)C(=O)CS2=O` (centres undefined)?
Fam108B inh: 1; pPAFAH inh: 2; GSTO1 inh: 4; PAFAH1B3 FP inh: 9; PAD4 FP inh: 0; LYPLA1 counter: 3; PAFAH1B2 FP inh: 9; PAFAH2 FP inh: -2; PME-1 primary: -2

What do the screens show for `CC(=O)N1CCN(S(=O)(=O)c2ccc(S(=O)(=O)N3CCCC(C)C3)cc2)CC1` (centres undefined)?
Fam108B inh: 1; pPAFAH inh: 5; GSTO1 inh: 4; PAFAH1B3 FP inh: 1; PAD4 FP inh: 1; LYPLA1 counter: -2; PAFAH1B2 FP inh: 9; PAFAH2 FP inh: -13; PME-1 primary: 2

How did Clc1cccc(/C=N/Nc2nnc(Cl)c3ccccc23)c1 do in these assays?
Fam108B inh: 2; pPAFAH inh: -5; GSTO1 inh: -13; PAFAH1B3 FP inh: 3; PAD4 FP inh: 0; LYPLA1 counter: -3; PAFAH1B2 FP inh: 1; PAFAH2 FP inh: 3; PME-1 primary: -3

Results for S=C(Nc1ccc(Cl)cc1Cl)NC1CCN(Cc2ccccc2)CC1 ?
Fam108B inh: -1; pPAFAH inh: -1; GSTO1 inh: -2; PAFAH1B3 FP inh: -3; PAD4 FP inh: -3; LYPLA1 counter: 0; PAFAH1B2 FP inh: 1; PAFAH2 FP inh: -2; PME-1 primary: 2

How did CCOc1ccc(N(CC(=O)Nc2ccccc2Cl)S(C)(=O)=O)cc1 do in these assays?
Fam108B inh: 10; pPAFAH inh: 0; GSTO1 inh: -2; PAFAH1B3 FP inh: 9; PAD4 FP inh: 0; LYPLA1 counter: 4; PAFAH1B2 FP inh: 0; PAFAH2 FP inh: -7; PME-1 primary: 8

What do the screens show for `COc1ccc(-c2c(C)nn(-c3ccccc3)c2N)cc1OC`?
Fam108B inh: 5; pPAFAH inh: -1; GSTO1 inh: 1; PAFAH1B3 FP inh: 0; PAD4 FP inh: 3; LYPLA1 counter: 1; PAFAH1B2 FP inh: 5; PAFAH2 FP inh: 2; PME-1 primary: -5

What do the screens show for `c1ccc(-c2cccc(-c3ccccc3)n2)cc1`?
Fam108B inh: 0; pPAFAH inh: 1; GSTO1 inh: 3; PAFAH1B3 FP inh: 0; PAD4 FP inh: 2; LYPLA1 counter: 2; PAFAH1B2 FP inh: 9; PAFAH2 FP inh: 9; PME-1 primary: -5

Results for CC(=O)N1CCOc2ccc(S(=O)(=O)NCc3ccc(C)cc3)cc21 ?
Fam108B inh: 0; pPAFAH inh: 3; GSTO1 inh: 3; PAFAH1B3 FP inh: 11; PAD4 FP inh: -3; LYPLA1 counter: -1; PAFAH1B2 FP inh: 34*; PAFAH2 FP inh: 1; PME-1 primary: 3

How did FC(F)Oc1cccc2cccnc12 do in these assays?
Fam108B inh: 4; pPAFAH inh: -9; GSTO1 inh: 5; PAFAH1B3 FP inh: 5; PAD4 FP inh: -5; LYPLA1 counter: 0; PAFAH1B2 FP inh: -1; PAFAH2 FP inh: 1; PME-1 primary: 0

Results for Cc1cccc(C(=O)NC(=S)NCc2ccccc2)c1 ?
Fam108B inh: 1; pPAFAH inh: 5; GSTO1 inh: 0; PAFAH1B3 FP inh: 6; PAD4 FP inh: 6; LYPLA1 counter: -1; PAFAH1B2 FP inh: 3; PAFAH2 FP inh: 2; PME-1 primary: 5

Results for CCOC(=O)C1CCCN(c2c(Nc3cccc(C)c3)c(=O)c2=O)C1 (centres undefined) ?
Fam108B inh: 4; pPAFAH inh: -2; GSTO1 inh: 7; PAFAH1B3 FP inh: -3; PAD4 FP inh: -1; LYPLA1 counter: 0; PAFAH1B2 FP inh: 4; PAFAH2 FP inh: -2; PME-1 primary: 1

The closing 2 entries of the part above come first, to join the parts.
Results for Cc1cccc(C(=O)NC(=S)NCc2ccccc2)c1 ?
Fam108B inh: 1; pPAFAH inh: 5; GSTO1 inh: 0; PAFAH1B3 FP inh: 6; PAD4 FP inh: 6; LYPLA1 counter: -1; PAFAH1B2 FP inh: 3; PAFAH2 FP inh: 2; PME-1 primary: 5

Results for CCOC(=O)C1CCCN(c2c(Nc3cccc(C)c3)c(=O)c2=O)C1 (centres undefined) ?
Fam108B inh: 4; pPAFAH inh: -2; GSTO1 inh: 7; PAFAH1B3 FP inh: -3; PAD4 FP inh: -1; LYPLA1 counter: 0; PAFAH1B2 FP inh: 4; PAFAH2 FP inh: -2; PME-1 primary: 1

Results for CCOc1ccc(N2C=Nc3ccc(OCC)cc3C2)cc1 ?
Fam108B inh: 3; pPAFAH inh: -3; GSTO1 inh: 0; PAFAH1B3 FP inh: 6; PAD4 FP inh: -1; LYPLA1 counter: -2; PAFAH1B2 FP inh: 0; PAFAH2 FP inh: 3; PME-1 primary: -37

What do the screens show for `CCCOc1ccc(C(=O)Nc2c[nH]c(=O)[nH]c2=O)cc1`?
Fam108B inh: 4; pPAFAH inh: 5; GSTO1 inh: -3; PAFAH1B3 FP inh: 3; PAD4 FP inh: -4; LYPLA1 counter: -1; PAFAH1B2 FP inh: 2; PAFAH2 FP inh: -9; PME-1 primary: 4

Results for CCN1CCN(c2cc(C)c3cc(NC(=O)c4cnccn4)ccc3n2)CC1 ?
Fam108B inh: 3; pPAFAH inh: 0; GSTO1 inh: 0; PAFAH1B3 FP inh: 5; PAD4 FP inh: 6; LYPLA1 counter: 3; PAFAH1B2 FP inh: 5; PAFAH2 FP inh: -5; PME-1 primary: 2

Results for N#CN=C(c1ccccc1)c1ccccc1 ?
Fam108B inh: 1; pPAFAH inh: 5; GSTO1 inh: 14; PAFAH1B3 FP inh: 6; PAD4 FP inh: 3; LYPLA1 counter: 7; PAFAH1B2 FP inh: 5; PAFAH2 FP inh: -4; PME-1 primary: 2

Results for Cc1cc(C(=O)Nc2cccc(S(=O)(=O)N3CCOCC3)c2)c2ccccc2n1 ?
pPAFAH inh: 1; PAFAH1B3 FP inh: 11; PAD4 FP inh: -4; PAFAH1B2 FP inh: -1; PAFAH2 FP inh: 1

What do the screens show for `CSc1ncccc1C(=O)Nc1ccc(S(=O)(=O)Nc2nccs2)cc1`?
Fam108B inh: -1; pPAFAH inh: 9; GSTO1 inh: -5; PAFAH1B3 FP inh: 17; PAD4 FP inh: 0; LYPLA1 counter: 0; PAFAH1B2 FP inh: -4; PAFAH2 FP inh: -4; PME-1 primary: -3

What do the screens show for `COc1ccc(C(=O)NC(=S)NNC(=O)c2ccco2)cc1`?
Fam108B inh: 9; pPAFAH inh: -1; GSTO1 inh: 5; PAFAH1B3 FP inh: 3; PAD4 FP inh: -1; LYPLA1 counter: 0; PAFAH1B2 FP inh: 4; PAFAH2 FP inh: -8; PME-1 primary: 1

What do the screens show for `c1ccc(Nc2nc(NCC3CCCO3)c3ccccc3n2)cc1` (centres undefined)?
Fam108B inh: 6; pPAFAH inh: 6; GSTO1 inh: -3; PAFAH1B3 FP inh: 3; PAD4 FP inh: -5; LYPLA1 counter: 0; PAFAH1B2 FP inh: 5; PAFAH2 FP inh: -1; PME-1 primary: -2

How did CC1(C)S[C@@H]2[C@H](NC(=O)C(NC(=O)N3CCNC3=O)c3ccccc3)C(=O)N2[C@H]1C(=O)O (some centres undefined) do in these assays?
Fam108B inh: -2; pPAFAH inh: -2; GSTO1 inh: -3; PAFAH1B3 FP inh: 0; PAD4 FP inh: 2; LYPLA1 counter: 1; PAFAH1B2 FP inh: -3; PAFAH2 FP inh: 4; PME-1 primary: -2

How did O=C(Oc1ccccc1C(=O)N1CCOCC1)c1ccccc1 do in these assays?
Fam108B inh: 2; pPAFAH inh: 3; GSTO1 inh: 8; PAFAH1B3 FP inh: 2; PAD4 FP inh: -2; LYPLA1 counter: -1; PAFAH1B2 FP inh: 6; PAFAH2 FP inh: 4; PME-1 primary: 3

Results for COc1ccc(-c2cc3nc4n(c(=O)c3s2)CCCCC4)cc1 ?
Fam108B inh: -1; pPAFAH inh: 3; GSTO1 inh: 5; PAFAH1B3 FP inh: 0; PAD4 FP inh: 0; LYPLA1 counter: -5; PAFAH1B2 FP inh: 1; PAFAH2 FP inh: 0; PME-1 primary: -71

How did CSc1nc2cc(Oc3cccc(Cl)c3Cl)c(Cl)cc2[nH]1 do in these assays?
Fam108B inh: -11; pPAFAH inh: -3; GSTO1 inh: -8; PAFAH1B3 FP inh: 15; PAD4 FP inh: -2; LYPLA1 counter: -31; PAFAH1B2 FP inh: 3; PAFAH2 FP inh: -27; PME-1 primary: -44

What do the screens show for `C[C@@H]1CC[C@]2(O[C@H](CCO)C[C@@H](O)[C@@H]2O)O1`?
Fam108B inh: 1; pPAFAH inh: 3; GSTO1 inh: 11; PAFAH1B3 FP inh: 6; PAD4 FP inh: 1; LYPLA1 counter: -4; PAFAH1B2 FP inh: 5; PAFAH2 FP inh: 1; PME-1 primary: -1

Results for COCCN(C(=O)COC(=O)CCS(=O)(=O)c1ccccc1)c1c(N)n(Cc2ccccc2)c(=O)[nH]c1=O ?
Fam108B inh: -2; pPAFAH inh: 5; GSTO1 inh: 7; PAFAH1B3 FP inh: 6; PAD4 FP inh: 0; LYPLA1 counter: 1; PAFAH1B2 FP inh: 2; PAFAH2 FP inh: -3; PME-1 primary: -6

Results for Cc1ccc(S(=O)(=O)N2CCCCC2C(=O)N(C)c2ccccc2)cc1 (centres undefined) ?
Fam108B inh: 2; pPAFAH inh: 1; GSTO1 inh: 18; PAFAH1B3 FP inh: 1; PAD4 FP inh: 0; LYPLA1 counter: 1; PAFAH1B2 FP inh: 11; PAFAH2 FP inh: -1; PME-1 primary: 1

Results for O=C(Nc1ccc(N2CCOCC2)c(Cl)c1)c1ccccc1F ?
Fam108B inh: -2; pPAFAH inh: 3; GSTO1 inh: 1; PAFAH1B3 FP inh: -4; PAD4 FP inh: 1; LYPLA1 counter: -3; PAFAH1B2 FP inh: -3; PAFAH2 FP inh: 7; PME-1 primary: 10
